CHRM1 PAM = positive allosteric modulators of human M1 muscarinic receptor; CHO-K1 hM1, Fluo-8 calcium fluorescence, ACh EC20; 0% = ACh EC20, 100% = maximal ACh; P11229; activation, % at 3 µM; 360,000 tested, 0.088% active; AID 588819; in the data active means activation above about 19%, passing the limit was not always enough
Target sequence (P11229 whole entry, looked up): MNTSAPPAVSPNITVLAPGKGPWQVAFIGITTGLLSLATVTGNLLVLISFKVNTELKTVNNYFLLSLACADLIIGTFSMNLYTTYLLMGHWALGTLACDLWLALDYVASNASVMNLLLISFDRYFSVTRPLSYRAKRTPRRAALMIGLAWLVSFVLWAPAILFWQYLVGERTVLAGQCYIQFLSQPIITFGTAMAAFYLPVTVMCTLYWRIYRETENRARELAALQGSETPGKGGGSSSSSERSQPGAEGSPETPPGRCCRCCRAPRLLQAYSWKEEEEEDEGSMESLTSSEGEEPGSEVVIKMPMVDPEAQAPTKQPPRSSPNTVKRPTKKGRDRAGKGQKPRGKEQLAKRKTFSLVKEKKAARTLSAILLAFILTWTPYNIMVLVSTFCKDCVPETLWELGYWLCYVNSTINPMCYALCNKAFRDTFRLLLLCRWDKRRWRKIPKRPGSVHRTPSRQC
CHRM5 PAM = potentiates acetylcholine response at human M5 receptor. P08912. CHO-K1 hM5, Fluo-8 calcium, ACh EC20 PAM; 0% = ACh EC20, 100% = ACh EC100. activation, % at 3 µM. 360,000 tested, 0.3% active;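 active means activation above the run cutoff, the mean activation of all test compounds plus 3 SD, cut at about 18% in these data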
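Test system: CHO-K1 hM5 cells / Doses: single-point, 3 µM nominal / Times: Post-acetylcholine fluorescence recording 140 s / Technique: Fluo-8 calcium fluorescence / Measure: Max/basal fluorescence ratio as % of EC20–EC100 ACh window / Benchmarks: low control EC20 acetylcholine (0%), high control EC100 acetylcholine (100%) / Replicates: one well per compound, no replicates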
CHRM5 agonist = CHRM5 agonism in calcium assay; P08912; CHO-K1 hM5 cells, Fluo-8 calcium fluorescence; 0% DMSO wells, 100% maximal acetylcholine response; activation, % at 3 µM; 360,000 tested, 0.19% active; AID 624037;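 active means activation above the run's mean over test compounds plus 3 SD, cut at about 23% in these data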;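 further: signal is peak over basal fluorescence ratio across the kinetic read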
CRFR2-BP ag = agonists of human CRF-binding protein/CRF-R2 receptor complex; activation, % at 13.2 µM; HEK293 CRF-R2/CRF-BP, calcium dye fluorescence (FLIPR); percent of saturating CRF peptide response; 350,000 tested, 0.46% active; AID 588473;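 active means activation of at least 50%, plus an integration ratio under a set limit after plate pattern correction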;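 further: plate controls were neutral control wells without compound for no effect and CRF at EC100 for full effect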
CHRM5 antagonist = antagonists of human muscarinic M5 receptor (CHRM5). inhibition, % at 3 µM. CHO-hM5 cells, Fluo-8 calcium fluorescence, ACh EC80. 360,000 tested, 0.59% active. P08912;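 active means inhibition above a per-plate cutoff, the mean of that plate's test compounds plus 3 SD, cut at about 27% in these data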;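 further: 0% = acetylcholine EC80 with DMSO and 100% = DMSO without agonist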
CHRM1 antagonist = blocks human M1 muscarinic receptor; P11229; AID 588852; CHO-K1 hM1, Fluo-8 calcium fluorescence, ACh EC80 antagonist; 360,000 tested, 1.3% active; inhibition, % at 3 µM;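 active means percent inhibition above its own plate's cutoff, namely the mean of that plate's compound wells plus 3 SD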;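 further: peak over basal fluorescence ratio during 140 s after agonist addition; 0% = ACh EC80 plus DMSO and 100% = DMSO alone without agonist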
M4 ag = agonists of human muscarinic M4 receptor (CHRM4) | 360,000 tested, 0.14% active | activation, % at 3 µM | P08173 | CHO-K1 hM4/Gqi5, Fluo-8 calcium fluorescence; vehicle 0%, full acetylcholine response 100%;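 active means activation above the run mean over all test wells plus 3 SD, cut at about 32% in these data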;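 further: peak over basal fluorescence ratio per well then scaled between controls; 0% = DMSO wells and 100% = acetylcholine at EC100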
Target sequence (P08173 whole entry, looked up): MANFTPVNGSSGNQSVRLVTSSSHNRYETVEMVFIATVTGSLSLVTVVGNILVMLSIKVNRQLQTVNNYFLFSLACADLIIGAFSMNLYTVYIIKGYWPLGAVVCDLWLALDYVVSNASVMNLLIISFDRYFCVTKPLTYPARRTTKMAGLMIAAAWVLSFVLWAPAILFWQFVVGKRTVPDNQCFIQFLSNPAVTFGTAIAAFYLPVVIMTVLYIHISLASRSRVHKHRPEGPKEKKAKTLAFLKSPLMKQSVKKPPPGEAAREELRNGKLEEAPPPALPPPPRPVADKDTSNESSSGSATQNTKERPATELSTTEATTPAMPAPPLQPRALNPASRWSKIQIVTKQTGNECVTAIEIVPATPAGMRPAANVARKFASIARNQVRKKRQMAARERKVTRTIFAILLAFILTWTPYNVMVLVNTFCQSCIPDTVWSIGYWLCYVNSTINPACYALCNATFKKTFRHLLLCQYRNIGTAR
M4 antag = CHRM4 antagonism in calcium assay | inhibition, % at 3 µM | 360,000 tested, 0.73% active | CHO-hM4 cells, ACh EC80, Fluo-8 calcium fluorescence | P08173;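 active means inhibition above its plate's cutoff, the mean inhibition of sample wells plus 3 SD, cut at about 27% in these data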;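 further: 0% = acetylcholine EC80 with DMSO and 100% = DMSO without agonist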
CHRM4 PAM = potentiates acetylcholine response at human M4 receptor; P08173; CHO-K1 hM4/Gqi5, Fluo-8 calcium fluorescence, ACh EC20; 0% = ACh EC20, 100% = maximal ACh; activation, % at 3 µM; 360,000 tested, 0.4% active; AID 624126;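 active means activation above its plate's cutoff, the mean activation of sample wells plus 3 SD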; further: some results filed as inactive read as strong as hits
An asterisk follows results filed as active; . = no result given; & = joins results of further samples. No enrichment for hits (roughly 2.8% active in at least one column).

Molecule	M4 antag	CRFR2-BP ag	CHRM5 PAM	CHRM1 PAM	CHRM4 PAM	CHRM5 antagonist	CHRM1 antagonist	CHRM5 agonist	M4 ag
CC1=Nn2c(nnc2-c2ccccc2F)SC1	14.2	-3.3	-2.3	9.4	27.4	1.8	-3.2	2.9	-0.7
COc1ccccc1/C=C/C(=O)Nc1nc(N)n(-c2ccccc2)n1	-11.3	-2.4	4.8	1.6	-0.1	0.9	-4.1	6.3	2.7
CCOc1ccc(N2CC(O)(c3ccc(F)cc3)[N+]3=C2CCCC3)cc1 (centres undefined)	6.8	-1.1	-32.5	-11.4	-21.2	23.9	29.8	-18.6	0.6
Cc1nn(C)cc1-c1cc(C(=O)O)c2ccccc2n1	4.2	0.9	9.4	0.0	0.8	-18.8	-0.5	-1.6	0.4
COC(=O)[C@@H]1[C@@H](C#N)C2(c3ccccc3-c3ccccc32)N(c2ccc(Cl)cc2)N1C#N	1.6	7.1	4.7	3.1	-3.5	6.5	-15.2	-3.3	0.5
O=[N+]([O-])c1ccccc1/C=C/C=N/Nc1ccc(S(=O)(=O)Nc2ccc(Cl)cc2)cc1[N+](=O)[O-]	2.0	2.9	0.8	8.4	2.1	10.8	-4.3	1.1	1.3
COc1ccc(C)cc1NC(=O)COC(=O)c1ccccc1SCC(=O)N1CCCC1	-30.8	-2.3	-4.6	-1.5	5.5	2.9	-1.4	-4.6	7.3
COc1ccc(C2=CC(c3cc(OC)c(OC)c(OC)c3)NC(=S)N2)cc1 (centres undefined)	-3.7	3.6	1.8	10.9	6.1	-2.4	-32.0	-2.4	1.4
CCN1CCC(CNCc2cn(-c3ccc(OC)cc3)nc2-c2ccccc2Cl)C1 (centres undefined)	-1.8	8.0	-9.0	6.2	-5.0	-3.4	-3.5	-7.6	3.3
COc1ccc(C(=O)N/C(=C/c2ccco2)C(=O)NC2CCS(=O)(=O)C2)cc1 (centres undefined)	1.2	1.9	-3.8	3.3	-4.5	-10.6	-1.4	0.5	1.0
O=C(CSc1nnc(CNC(=O)c2ccco2)o1)Nc1ccc(Cl)cc1	-0.5	1.7	-3.8	6.9	1.1	9.4	-11.0	-4.8	0.7
N=C(N)SCc1nc2ccccc2c(=O)n1-c1ccccc1	4.1&-1.9	3.8&-1.4	-5.3&-3.0	4.9&3.7	1.1&10.1	6.9&0.5	-4.7&-5.0	-0.9&-2.0	1.2&3.4
Cc1ccc(C)c(NC(=O)COC(=O)c2ccc[n+]([O-])c2)c1	-0.2	-4.2	0.7	8.8	0.7	-1.9	-17.4	-0.3	-0.5
CC(C)(C)c1ccc(/C=N/NC(=O)C2CCCC2)cc1	2.2	-1.0	-3.7	6.2	2.4	4.0	-10.9	-3.0	0.2
CC(C)(C(=O)N1CCC1(C)C(=O)NC1Cc2ccccc2C1)c1ccccc1 (centres undefined)	-9.8	.	-0.9	-9.1	-0.9	-3.0	1.3	0.1	3.5
CN(CCn1ccnc1)Cc1cn(-c2ccccc2)nc1-c1ccc2c(c1)OCO2	-2.8	2.0	-1.4	9.6	0.2	4.4	-9.7	-2.5	1.0
COc1ccc(S(=O)(=O)Nc2cc(C)ccn2)cc1	-7.3	-0.8	-5.2	4.0	-2.3	-5.5	-1.9	-7.0	0.7
CCO[C@H]1OC(C(=O)N2CCN(C)CC2)=C[C@@H](c2coc3ccccc3c2=O)[C@@H]1CCCO	-6.8	-2.5	1.1	12.6	7.8	4.7	-22.1	-0.1	0.5
CC1(C)C(=O)C2(C(=O)NCc3ccccc3)CCC1C2 (centres undefined)	3.3	11.2	-4.6	3.2	-2.2	4.6	-2.2	-5.5	0.1
COc1cc(OC)cc(C(=O)NCC(=O)N2CCCCCCC2)c1	8.1	0.8	6.8	4.6	-0.5	6.6	-3.7	1.5	0.7
CCC(c1ccccc1)c1nc(-c2cccnc2)no1 (centres undefined)	3.7	0.3	2.6	6.0	-1.6	0.3	1.7	-1.1	-1.6
COc1ccccc1CNC(=O)COC(=O)c1c(C)nn(-c2ccccc2)c1Cl	-4.8	-0.7	-9.1	0.5	-6.4	11.4	-9.8	-4.6	4.0
Oc1c(Br)cc(Br)cc1CNc1cnc2ccccc2c1	4.6	1.1	0.4	2.0	-2.9	7.5	1.2	3.7	8.4
NC(=O)CCn1c(C(=O)c2ccc(Cl)cc2)c2ccccc2[n+]1[O-]	1.8	-2.8	5.2	0.1	6.3	13.1	9.1	-2.5	1.8

Single records, from the list above. Values in the order: M4 antag | CRFR2-BP ag | CHRM5 PAM | CHRM1 PAM | CHRM4 PAM | CHRM5 antagonist | CHRM1 antagonist | CHRM5 agonist | M4 ag
COc1ccc(S(=O)(=O)Nc2cc(C)ccn2)cc1 reads -7.3 | -0.8 | -5.2 | 4.0 | -2.3 | -5.5 | -1.9 | -7.0 | 0.7
CC1(C)C(=O)C2(C(=O)NCc3ccccc3)CCC1C2 (centres undefined) reads 3.3 | 11.2 | -4.6 | 3.2 | -2.2 | 4.6 | -2.2 | -5.5 | 0.1

Only CHRM5 antagonist and M4 antag (2 entries from above):
molecule | CHRM5 antagonist | M4 antag
CC(C)(C(=O)N1CCC1(C)C(=O)NC1Cc2ccccc2C1)c1ccccc1 (centres undefined) | -3.0 | -9.8
CN(CCn1ccnc1)Cc1cn(-c2ccccc2)nc1-c1ccc2c(c1)OCO2 | 4.4 | -2.8

The list continues:
Molecule	M4 antag	CRFR2-BP ag	CHRM5 PAM	CHRM1 PAM	CHRM4 PAM	CHRM5 antagonist	CHRM1 antagonist	CHRM5 agonist	M4 ag
CCCOC1CCCN(C(=O)CCc2nnc(Cc3cccc(C)c3)o2)C1 (centres undefined)	-0.6	-0.7	0.4	8.3	-6.1	-6.0	-9.2	-4.6	-0.2
COc1cc(CCC(=O)Nc2sccc2C#N)cc(OC)c1OC	-2.7	0.1	-6.1	6.3	-6.1	6.5	-4.7	3.7	11.3
O=S1(=O)CC/C(=N/Nc2ccccn2)c2cc(F)ccc21	-3.3	-0.2	-5.5	4.4	-7.2	6.7	-11.5	-0.6	2.5
CCCSc1nc2c(cnn2-c2ccc(Cl)cc2)c(=O)[nH]1	-11.3	-2.0	8.5	0.9	-0.3	-11.3	-19.2	-1.9	0.4
O=C(CCc1ccccc1)N1CCN(Cc2ccc(F)cc2Cl)CC1	-22.4	0.3	3.2	25.1	9.8	-7.5	-37.1	3.2	0.9
O=C(c1cc2ccccc2o1)N1CCN(S(=O)(=O)c2ccccc2)CC1	-33.4	0.1	-18.3	0.4	1.4	3.7	-5.1	-1.8	18.1
CCN(C(=O)CSc1nnc(-c2ccco2)n1CC)c1c(N)n(Cc2ccccc2)c(=O)[nH]c1=O	3.5	0.3	7.6	10.3	8.2	6.0	-12.2	-1.2	1.6
O=C(Cn1nc(-c2cccc([N+](=O)[O-])c2)c2ccccc2c1=O)Nc1cccnc1	2.3	1.4	-2.0	5.3	1.1	-3.2	-2.2	-0.9	-0.2
CC1Oc2ccccc2N(CC(=O)Nc2ccc3c(c2)OCCO3)C1=O (centres undefined)	14.5	-0.4	-8.0	-4.3	-14.2	5.2	9.6	-0.1	0.6
Cc1cc(C)c(S(=O)(=O)Nc2c(C)n(C)n(-c3ccccc3)c2=O)cc1[N+](=O)[O-]	1.8	-0.8	-1.7	12.4	-0.4	6.6	-18.8	-2.1	0.7
CCOC(=O)c1ccccc1-n1c(C)cc(C2N=C(N)Nc3nc4ccccc4n32)c1C (centres undefined)	59.6*	3.6	-22.4	-36.6	-16.0	8.6	80.9*	-6.6	0.9
NS(=O)(=O)c1cccc(NC(=O)c2ccc(NS(=O)(=O)c3cccc([N+](=O)[O-])c3)cc2)c1	-8.8	-0.1	9.4	13.2	2.8	-2.3	-25.1	2.3	-0.5
COc1cccc(-c2nc(CS(=O)(=O)CC(=O)NC3CC3)c(C)o2)c1	-0.3	0.8	-2.3	11.6	2.3	0.7	-12.2	-2.7	0.7
O=C(Nc1cccc(-n2cnnn2)c1)c1ccc(OC(F)(F)F)cc1	3.7	-0.6	-8.6	-0.3	-0.1	16.4	3.6	-0.3	11.0
COC(=O)c1cccc(NC(=O)Cc2nc(-c3ccccc3)sc2-c2ccc(C)cc2)c1	-0.6	15.6	0.1	14.3	3.6	2.1	0.8	-1.6	0.9
COc1cc2c(cc1OC)C(c1ccncc1)CC(=O)N2 (centres undefined)	0.0	4.6	2.5	2.1	4.7	3.3	-7.6	-2.9	1.1
Cc1cc(Br)cn2c(Cc3ccccc3)c(-c3ccc(Cl)cc3)nc12	4.7	.	-11.3	.	-3.7	10.8	.	3.2	-0.2
O=C(c1ccccc1)c1ccc(OCCn2cnc3ccccc3c2=O)cc1	5.7	1.8	-39.3	-9.7	-15.0	15.0	17.2	-6.5	13.1
O=C1CC(N2CCN(S(=O)(=O)c3ccc([N+](=O)[O-])cc3)CC2)C(=O)N1c1ccccc1F (centres undefined)	6.3	6.1	-8.4	0.9	-7.8	5.1	-1.1	4.9	3.5
O=C(COC(=O)c1ccc2c(c1)C(=O)N(Cc1ccco1)C2=O)NCC(F)(F)F	-17.6	-0.2	0.4	7.0	8.7	5.3	-8.7	-3.0	0.2
C/C(=N\O)C(=O)NCc1ccccn1	-4.1	0.2	-1.7	2.7	3.6	-0.2	-19.5	-1.7	0.4
CCN(CC)C(=O)[C@H]1C[C@H](CC(=O)NCc2ccco2)C(=O)N2CCc3c([nH]c4cc(CCC(=O)N(C)C)ccc34)[C@]12C	-1.7	-1.7	3.6	1.4	-4.3	-1.3	-6.2	-0.1	-0.4
O=C(COc1ccccc1F)Nc1ccc2c(c1)OCCO2	-5.7	-0.7	9.8	11.2	1.9	-1.3	-10.3	-4.6	3.2
COc1ccc(C(=O)Nc2nccs2)cc1	3.0	-2.9	2.4	7.8	-1.4	-3.7	-7.0	3.8	0.2
O=C(NCCCN1CCCC1)c1ccc2c(c1)N(Cc1cccc(Cl)c1)C(=O)c1ccccc1S2(=O)=O	7.0	-0.2	-2.1	-14.0	-4.7	2.8	14.5	-3.4	0.7
CC(C)N(Cc1ccccc1)C(=O)c1cccs1	-5.9	0.9	0.9	7.3	2.4	-1.9	-6.3	-4.8	-0.9
CNc1nc(Cl)nc(NC(C)(C)C)n1	-1.3	4.1	2.1	4.0	5.7	0.2	-0.8	-1.1	0.0
CCOC(=O)c1c2ccccc2[n+]([O-])n1CCO	-5.2	0.5	2.5	10.5	13.5	8.4	-12.6	-0.7	-0.4
COc1ccc(/C=C/C(=O)c2cc(Cl)ccc2O)c(OC)c1	-10.6	3.7	6.9	-1.8	-4.0	-6.7	11.0	2.7	-1.7
Cc1c(C(=O)NCC2CCCO2)oc2ccccc12 (centres undefined)	-1.6	-1.1	-1.5	8.6	9.4	4.8	-10.7	0.1	0.4
CN(CC(=O)Nc1ccccc1Cl)C(=O)COC(=O)Cc1c(F)cccc1Cl	-8.8	-0.2	-5.6	7.0	-3.1	8.6	-9.3	-1.8	3.9
COc1nnc(-c2ccc(N3CCOCC3)c(NC(C)=O)c2)c2ccccc12	-8.7	0.5	2.5	7.5	3.5	-5.9	-9.7	-0.7	0.2
